CDK5 inh = inhibitors of human CDK5/p35 kinase, primary screen, biochemical, single concentration; inhibition, % at 10 µM; 0.01% of 330,000 active; Cyclin-dependent kinase 5 (Homo sapiens) + Cyclin-dependent kinase 5 activator 1 (Homo …; AID 488839, 2010; Recombinant CDK5/p35, ADP-Glo luminescence, 60 min;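 active = highest replicate inhibition of at least 50% and at least 75% of replicates reaching 50%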;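 note: plate controls were DMSO neutral control for no effect and GW8510 at 10 µM for full effect; many of its hits are not listed in these tables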
V-ATPase pH = regulators of yeast V-ATPase proton pumping, primary screen, pHLuorin cytosolic pH fluorescence; S. cerevisiae; response, % at 10 µM; 0.37% of 350,000 active; AID 504577, 2011; in the data active = response mostly above about 7.3%, no sharp cut-off; inactive = mostly below about 5.4%; note: actives read high; inactives centre near 0; some compounds called inactive have numbers as strong as hits
dFosB act = activators of delta FosB homodimer, primary screen, biochemical, fluorescence polarization, TAMRA-CDK5 oligo, single point. Protein FosB (Mus musculus), P13346. purified delta FosB; percent of positive-control signal above neutral wells. activation, % at 25 µM. 0.99% of 340,000 active. AID 493131, 2011;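 active = mean activation above about 17%, with every replicate also reaching it, limit read from the data, passing the limit was not always enough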;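 note: fluorescence polarization rise as delta FosB binds a TAMRA Cdk5 AP-1 oligo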
Target sequence (P13346 whole entry, looked up): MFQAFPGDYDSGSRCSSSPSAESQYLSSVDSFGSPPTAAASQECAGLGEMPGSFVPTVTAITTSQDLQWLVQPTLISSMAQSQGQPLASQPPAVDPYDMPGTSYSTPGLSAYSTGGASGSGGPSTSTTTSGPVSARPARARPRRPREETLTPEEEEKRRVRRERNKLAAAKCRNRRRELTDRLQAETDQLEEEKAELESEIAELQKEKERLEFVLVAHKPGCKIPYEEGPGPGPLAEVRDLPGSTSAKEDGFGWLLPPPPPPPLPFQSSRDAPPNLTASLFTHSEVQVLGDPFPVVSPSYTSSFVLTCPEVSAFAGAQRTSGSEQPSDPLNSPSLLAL
cardiac RTF act = cardiac RTF calcium sensitivity activators, primary screen, biochemical, IANBD-TnC fluorescence, EC20 calcium | Troponin I, cardiac muscle (Homo sapiens) + Troponin T, cardiac muscle (Homo sapiens) + … | 0.24% of 340,000 active | IANBD-labeled TnC RTF fluorescence at EC20 calcium; 0% EC20 calcium, 100% full calcium | activation, % at 7.2 µM;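 active = activation above the mean over all tested compounds plus 3 SD, cut at about 30% in these data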;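 note: rise in fluorescence read as greater calcium sensitivity of cardiac thin filaments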
Wnt bcat act = Wnt/beta-catenin pathway activators, primary screen, cell-based, plate reader, single point | activation, % at 9.35 µM | 1.2% of 300,000 active | Wnt/beta-catenin reporter cell assay, activator; in the data active = activation above about 30%, passing the limit was not always enough;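 note: 0% = neutral control wells and 100% = positive control wells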
MITF act = activators of MITF-driven TRPM1 promoter reporter, primary screen, cell-based, SK-MEL-5, luciferase, single point; 0.75% of 300,000 active; SK-MEL-5 TRPM1-promoter luciferase, 24 h; % of positive control, neutral wells = 0; activation, % at 12.5 µM;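 active = mean activation of at least 80% with every replicate also reaching 80%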;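 note: 0% = neutral control wells and 100% = parthenolide positive control wells; values of inactives mirror those of a sister screen read the other way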
Tat export inh = E. coli Tat export inhibitors, primary screen, MC4100, TorA-mCherry reporter, fluorescence, single point. inhibition, % at 10 µM. 0.036% of 340,000 active. AID 488895, 2010;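 active = mean replicate inhibition at least 50% and at least half of replicates individually reaching 50%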;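 note: exported cargo escapes ClpAP degradation while cytoplasmic cargo is degraded and loses fluorescence; 0% = median of neutral control wells and 100% = median of NaSCN control wells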
CAL PDZ FP-1 = untagged CAL PDZ binding inhibitors, primary screen, biochemical, fluorescence polarization, HTS | inhibition, % at 24.9 µM | Golgi-associated PDZ and coiled-coil motif-containing protein (Homo sapiens), Q9HD26 | 0.92% of 300,000 active | AID 602252, 2012 | purified CAL PDZ, TMR-peptide fluorescence polarization, 1 h;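 active = mean inhibition of at least 30% with at least half of replicates also reaching 30%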;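 note: 0% = DMSO neutral control and 100% = excess unlabeled competitor peptide PRC23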
Rtt109 HAT inh = inhibitors of C. albicans Rtt109/Vps75 HAT, primary screen, biochemical, ThioGlo CoA-SH fluorescence, plate reader; purified Rtt109/Vps75, 4 h; inhibition, % at 34.9 µM; 0.16% of 330,000 active;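 active = inhibition of at least 50% in every replicate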
Target sequence (Q5AAJ8 whole entry, looked up): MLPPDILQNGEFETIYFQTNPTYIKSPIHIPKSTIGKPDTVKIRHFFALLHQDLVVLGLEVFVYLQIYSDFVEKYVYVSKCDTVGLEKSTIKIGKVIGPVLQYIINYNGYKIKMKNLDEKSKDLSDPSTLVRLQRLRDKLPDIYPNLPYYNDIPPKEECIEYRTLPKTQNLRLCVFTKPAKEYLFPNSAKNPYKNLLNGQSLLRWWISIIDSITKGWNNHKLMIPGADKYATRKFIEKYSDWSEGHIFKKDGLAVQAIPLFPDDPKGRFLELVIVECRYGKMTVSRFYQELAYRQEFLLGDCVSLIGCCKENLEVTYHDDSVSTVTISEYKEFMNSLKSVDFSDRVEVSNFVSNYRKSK
CAL PDZ FP-2 = CAL PDZ peptide-binding inhibitors, primary screen, biochemical, fluorescence polarization, Cer-tagged CAL PDZ, HTS. Golgi-associated PDZ and coiled-coil motif-containing protein (Homo sapiens), Q9HD26. purified CAL PDZ, TMR-peptide fluorescence polarization, 1 h. inhibition, % at 20 µM. 0.02% of 330,000 active. AID 504414, 2011;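 active = highest replicate inhibition of at least 40%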;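 note: plate controls were DMSO neutral control wells for no effect and unlabeled competitor peptide control wells for full effect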
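material = purified tagged CAL PDZ domain construct (CerCALP) | buffer or medium = sodium phosphate/NaCl buffer pH 7.4 with TCEP, IgG, Thesit | reagent = TMR-labelled reporter peptide T*-PRC34 bound in PDZ groove | incubation = 1 h room-temperature incubation prior to read | measured by = fluorescence polarization (mP) | evaluation = percent inhibition from loss of millipolarization | control set = unlabelled peptide and DMSO controls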
* hit, by the source's call; x = not tested or not shown.

SMILES	CDK5 inh	V-ATPase pH	dFosB act	cardiac RTF act	Wnt bcat act	MITF act	Tat export inh	CAL PDZ FP-1	Rtt109 HAT inh	CAL PDZ FP-2
CCn1cnc2scc(-c3ccccc3)c2c1=O	3.4	2	0	1	-3	x	-7	-3	-2	-2.7
O=C1C2C3C=CC(C3)C2C(=O)N1c1ccccc1 (configuration not stated)	-0.8	2	6	-1	-5	0	1	-5	3	-0.2
CCOc1cc(S(=O)(=O)N2CCN=C2Cc2ccccc2)ccc1F	-0.3	0	-6	-2	1	-16	-2	0	-4	-2.3
COCCN(Cc1cc2cc3c(cc2nc1Cl)OCO3)C(=O)Nc1ccc(OC)cc1	0.7	4	-12	1	1	-8	0	2	-2	-1.1
COC(=O)CCCC(=O)N1CCCC(C(=O)c2ccccc2SC)C1 (configuration not stated)	0.4	2	-4	-7	2	3	4	-1	7	x
O=C(Nc1ccc2c(c1)OCO2)c1cccc2c1C(=O)N(C1CCCCC1)C2	0.3	-4	-1	x	-1	5	-1	4	-4	0.7
NC(=O)C1CCCN(C(=O)c2cccc(NC(=O)c3cccs3)c2)C1 (configuration not stated)	-1.4	-4	-2	0	-3	-4	-8	-1	-4	-4.2
COC(=O)c1ccc(Cn2nc([N+](=O)[O-])c(Br)c2C)cc1	1.1	-1	-3	-6	-4	x	2	3	-7	-0.5
C=CCOC(=O)C1=C(C)NC(SCC(=O)Nc2nccs2)=C(C#N)C1c1cccs1 (configuration not stated)	-0.5	-2	1	2	x	-7	-9	-2	-18	-0.6
COc1cccc(NC(C)(C)c2nnnn2-c2c(C)cccc2C)c1	0.6	1	-9	x	0	x	0	x	-3	-1.6
COC(=O)Nc1sc2nc(C)cc(C)c2c1-n1cccc1	0.0	2	-8	-3	-3	x	3	0	-14	-1.8
Cn1ncc(N2CCN(C(=O)c3ccc(Cl)cc3)CC2)c(Cl)c1=O	-6.3	2	1	3	-3	-6	1	3	-1	0.7
CC1(C)C=C2C(=NN(c3ccccc3)C(N)=C2C#N)CO1	2.3	2	-9	3	0	x	-10	17	3	0.9
CN1C(CC(=O)Nc2ccc(Br)cc2)c2ccccc2CC1(C)C (configuration not stated)	0.8	-1	-7	0	-2	8	0	x	8	-0.7
Cc1ccc(C(=O)CCC(=O)N2CCC(C(N)=O)CC2)cc1	0.9	-1	-9	4	0	-5	3	x	-4	1.4
CC(C)Oc1ccc(CC2CCC(=O)N(C)C2=O)cc1 (configuration not stated)	-0.2	-3	1	3	2	7	2	x	-5	-0.5
FC(F)(F)c1ccccc1NC(=S)Nn1cnnc1	-3.7	1	-9	2	2	-3	-7	2	0	-1.4
Cc1noc(C)c1COc1cccc(C(=O)N2CCc3ccccc32)c1	3.2	4	-5	-6	-1	-27	0	0	12	-2.1
COc1cc(CNC(C)C)c(Br)cc1OC1CCCC1	-3.4	2	-7	1	-2	4	-4	-2	1	-1.0
O=C1Cc2cc(S(=O)(=O)N3CCN(c4ccccc4)CC3)ccc2N1	-0.5	4	-8	-2	-22	x	1	-2	27	-0.4
O=C(CCNc1cccc(F)c1)c1cccc([N+](=O)[O-])c1	-6.1	-1	-14	4	-2	10	-9	0	-2	-1.2
COc1ccc(OC)c(S(=O)(=O)NCC2CCCO2)c1 (configuration not stated)	0.4	-1	2	-2	x	-1	-5	7	0	-0.9
Nc1ccc(S(=O)(=O)Nc2ccccn2)cc1	-0.3	0	1	1	0	20	-4	-6	-2	0.2
O=C(CSc1nnc(-c2ccc(Br)cc2)o1)Nc1cccc(C(=O)O)c1	1.4	-5	-2	-3	8	-88	-1	-4	-2	-0.1
CC(=O)Nc1ccc(S(=O)(=O)N(C)CC(=O)OCC(=O)NCc2ccco2)cc1	0.4	3	4	8	-3	-4	0	-3	-3	1.3
Cc1ccc(NC(=O)CSc2nc(=O)n3cc(C)ccc3n2)c(C)c1	0.1	7	6	0	-2	3	-3	2	-1	-3.1
O=c1[nH]c(SCc2ccc(F)cc2Cl)nc2ccccc12	-0.3	-1	-2	-3	3	19	0	1	8	0.7
CCOc1ccc(N2C(=O)CC(N3CCC(O)(c4ccc(Br)cc4)CC3)C2=O)cc1 (configuration not stated)	0.7	0	-3	-4	-2	x	-5	-8	2	-1.3
Cc1ccc(NC(=O)C(=O)NCCCN2CCCC2=O)cc1	0.9	0	-5	0	43*	56	-5	2	19	-0.6
O=C(c1cccc(Cl)c1)N1CCC(=O)N(C(COCc2ccccc2)Cc2ccccc2)CC1 (configuration not stated)	-1.2	-7	-7	3	-5	x	5	-1	6	-0.7
COC(=O)c1ccc(/C=C(/NC(=O)c2ccccc2)C(=O)N2CCOCC2)cc1	-1.7	2	-2	-7	-3	1	8	-4	-17	-1.6
CCOc1ccc(C(=O)Nc2ccc(S(=O)(=O)Nc3cc(C)on3)cc2)cc1	-0.1	0	-5	3	-3	0	-5	-5	8	-4.5
O=C(NCCN1CCCCC1)c1c(O)c2ccccc2[nH]c1=O	-1.0	3	-4	-2	3	x	1	3	4	0.3
CNC(=O)/C(C#N)=C/c1c(F)cccc1Cl	-1.2	4	-2	0	-1	16	-6	7	9	0.3
COc1cc(Cl)c(C)cc1NC(=O)CSc1ccc(C)cc1	-0.5	-1	-1	-1	-3	-14	0	-1	-14	0.5
Cc1ccc(NC(=O)COC(=O)[C@@H]2CCCN2C(=O)c2cccs2)cc1S(=O)(=O)N(C)C	0.4	0	-16	0	-4	-4	2	-2	-2	-1.8
CCCCCCSc1cc(-c2nc3cnccn3c2NCc2ccccc2)ccc1OC	0.4	0	-3	0	x	10	2	-3	-7	-0.1
Cc1ccc(C(=O)C(C(=O)/C=C/c2ccccc2)=C2SCCCS2)cc1	0.1	-3	-7	2	x	-86	-2	-1	2	-1.8
CC1(C)Cc2c(c(-c3ccco3)nc3sc4c(NCCN5CCOCC5)ncnc4c23)CO1	-2.9	x	-12	1	0	-18	6	-4	x	-4.0
CCn1c(SCc2ccc(OC)c(F)c2)nc2ccccc2c1=O	1.0	5	-11	-3	4	5	5	-10	-2	-0.5
CCc1ccc2nc(N=C(N)N)nc(C)c2c1	-0.2	3	-17	0	-1	7	11	-2	1	-7.8
COc1ccccc1NC(=O)N(Cc1cc2cc(OC)c(OC)cc2[nH]c1=O)CC1CCCO1 (configuration not stated)	-3.8	2	-6	7	x	-9	2	-4	-6	-0.4
COc1ccc(S(=O)(=O)N2CCN(C(=O)c3cc(C)nc4ccccc34)CC2)cc1OC	0.3	1	-2	2	-4	-15	6	-7	-1	-0.3
CCn1ccnc1C(O)c1cccc(OC)c1 (configuration not stated)	1.1	-1	2	-4	-4	-7	0	1	-8	0.7
O=C(Nc1cccc(C(F)(F)F)c1)C1CCN(S(=O)(=O)c2ccc(N3CCCC3=O)cc2)CC1	0.8	-5	-1	-5	-2	-17	-15	-2	7	-2.0
NC(=O)C1CCCN(C(=O)c2ccc(-c3cccc(Cl)c3Cl)o2)C1 (configuration not stated)	-1.8	4	-23	-4	38*	80	2	-11	1	-5.0
COC(=O)Cc1csc(Nc2ccc(Cl)cc2)n1	0.3	-9	-8	5	x	54	0	-4	-7	-1.6
CCCc1ccc(OCc2ccc(C(=O)O)o2)c(OC)c1	-0.5	1	5	3	x	-8	-2	-5	16	-1.8
COCCCn1c(SCC(=O)O)nc2cc(OC)c(OC)cc2c1=N	-1.1	0	-2	x	0	-2	-4	-1	-2	-0.7
CC(=O)c1ccc(S(=O)(=O)NCc2ccc(C(=O)NCC(c3ccccc3)N(C)C)cc2)cc1 (configuration not stated)	1.5	1	8	-1	0	x	-9	0	7	-3.1
COc1ccc(C)cc1N(C(=O)COc1cccc(F)c1)c1nc2ccccc2s1	1.3	5	0	1	3	-14	0	-5	-1	-3.2
COc1ccc(NC(=O)CN(c2ccccc2F)S(=O)(=O)c2ccc(C)cc2)cc1	-0.6	2	6	-5	-4	x	17	-2	7	-0.3
CC(C)CNC(=O)c1cc2nc(C3CC3)cc(C(F)(F)F)n2n1	-1.5	2	-2	-6	x	12	-6	3	12	-0.3

Molecules above containing four or more nitrogen atoms:
SMILES	CDK5 inh	V-ATPase pH	dFosB act	cardiac RTF act	Wnt bcat act	MITF act	Tat export inh	CAL PDZ FP-1	Rtt109 HAT inh	CAL PDZ FP-2
C=CCOC(=O)C1=C(C)NC(SCC(=O)Nc2nccs2)=C(C#N)C1c1cccs1 (configuration not stated)	-0.5	-2	1	2	x	-7	-9	-2	-18	-0.6
COc1cccc(NC(C)(C)c2nnnn2-c2c(C)cccc2C)c1	0.6	1	-9	x	0	x	0	x	-3	-1.6
Cn1ncc(N2CCN(C(=O)c3ccc(Cl)cc3)CC2)c(Cl)c1=O	-6.3	2	1	3	-3	-6	1	3	-1	0.7
CC1(C)C=C2C(=NN(c3ccccc3)C(N)=C2C#N)CO1	2.3	2	-9	3	0	x	-10	17	3	0.9
FC(F)(F)c1ccccc1NC(=S)Nn1cnnc1	-3.7	1	-9	2	2	-3	-7	2	0	-1.4
Cc1ccc(NC(=O)CSc2nc(=O)n3cc(C)ccc3n2)c(C)c1	0.1	7	6	0	-2	3	-3	2	-1	-3.1
CCCCCCSc1cc(-c2nc3cnccn3c2NCc2ccccc2)ccc1OC	0.4	0	-3	0	x	10	2	-3	-7	-0.1
CC1(C)Cc2c(c(-c3ccco3)nc3sc4c(NCCN5CCOCC5)ncnc4c23)CO1	-2.9	x	-12	1	0	-18	6	-4	x	-4.0
CCc1ccc2nc(N=C(N)N)nc(C)c2c1	-0.2	3	-17	0	-1	7	11	-2	1	-7.8
CC(C)CNC(=O)c1cc2nc(C3CC3)cc(C(F)(F)F)n2n1	-1.5	2	-2	-6	x	12	-6	3	12	-0.3

Assay outcomes as filed in PubChem BioAssay.

Rows were taken by chance; overall some 4.1% were active at least once.
